Assay outcomes as filed in PubChem.
Nrf2 ARE act: qHTS of Nrf2 Activators | Potency, µM (top dose mostly 46.1 µM), for inactives: at the top dose activation, hits mostly activators | actives 0.31% (n = 410,000) | AREc32 ARE-luciferase reporter (MCF7-derived line), luminescence, 24 h | AID 624171, 2012; further: potency means the concentration at half of the fitted maximal effect; % of control where 0% means no effect; nearly all actives have a fitted effect of over 65% in size
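ARE-driven firefly luciferase activity in AREc32 cells measured after a 24 hr compound exposure at 37 deg C, using Steady-Glo reagent and a 30 min room-temperature hold.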
IL-2 act: qHTS of IL-2 Activators | IL-2 activation reporter assay, cell-based qHTS; stimulated with anti-CD3/CD4/CD28 beads; in transgenic mouse T cells | activation, % (series mostly up to about 46 µM) | actives 0.065% (n = 360,000); in the data active means activation above about 50%; inconclusive means mostly about 30% to 49%; further: 0% is about no effect
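First, unstimulated transgenic mouse T cells were exposed to compound for 60 min. Next, anti-CD3/anti-CD4-coated beads with anti-CD28 were added. Finally, after 18 h at 37 degrees C, EGFP and DsRed were imaged.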
ATXN2 expr inh: Primary qHTS for Inhibitors of ATXN expression; actives 0.72% (n = 360,000); HEK-293 ATXN2-luciferase reporter, luminescence, 24 h; Potency, µM (highest dose often 57 µM), inactives show at the highest dose activity change, negative = inhibition, actives largely listed as inhibitors; AID 1745845, 2022; further: potency means the concentration at half of the fitted maximal effect; on the % scale 0 is the no-effect control and ±100 the full control effect; nearly all actives have a fitted effect of over 55% in size
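qHTS (up to 57 uM final) was run with 24 h compound exposure of reporter cells at 37 °C. Each well was multiplexed: SteadyGlo luminescence measured ATXN2-luciferase expression after a fluorogenic Gly-Phe-AFC viability readout (25 uM final).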
HepG2 viability: qHTS for Inhibitors of TGF-b: Cytotox Counterscreen; HepG2 CAGA-GFP viability, ATP luminescence, 18 h; actives 0.76% (n = 410,000); Potency, µM (highest dose often 46.1 µM), without a hit: top-dose activity change, negative = cytotoxicity, actives largely listed as cytotoxic; further: potency means the concentration at half of the fitted maximal effect; some results filed as inactive show a strong effect at the top dose
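CellTiter-Glo luminescence gave cytotoxicity after 18 hours at 37 degrees C. The cells were HepG2 CAGA-GFP in 1% FBS DMEM, stimulated with 500 pg/mL TGF-beta after compound addition. %Activity was normalised to no-cell wells (complete cell-killing) and DMSO (no toxicity), and curves were fitted and classified.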
EPAC2 ag: qHTS for Agonist of cAMP-regulated guanine nucleotide exchange factor 4 (EPAC2): primary screen; Potency, µM (titrated, usually from 154 µM), for inactives: top-dose activation, hits mostly activators; Rap guanine nucleotide exchange factor 4 (Homo sapiens), Q8WZA2; AID 720711, 2013; EPAC2 activation, biochemical qHTS; response scale: 100% = 6.5 mM cAMP response; actives 0.079% (n = 360,000); further: potency means the concentration at half of the fitted maximal effect; nearly all actives have a fitted effect of over 50% in size
Target sequence (Q8WZA2 whole entry, looked up): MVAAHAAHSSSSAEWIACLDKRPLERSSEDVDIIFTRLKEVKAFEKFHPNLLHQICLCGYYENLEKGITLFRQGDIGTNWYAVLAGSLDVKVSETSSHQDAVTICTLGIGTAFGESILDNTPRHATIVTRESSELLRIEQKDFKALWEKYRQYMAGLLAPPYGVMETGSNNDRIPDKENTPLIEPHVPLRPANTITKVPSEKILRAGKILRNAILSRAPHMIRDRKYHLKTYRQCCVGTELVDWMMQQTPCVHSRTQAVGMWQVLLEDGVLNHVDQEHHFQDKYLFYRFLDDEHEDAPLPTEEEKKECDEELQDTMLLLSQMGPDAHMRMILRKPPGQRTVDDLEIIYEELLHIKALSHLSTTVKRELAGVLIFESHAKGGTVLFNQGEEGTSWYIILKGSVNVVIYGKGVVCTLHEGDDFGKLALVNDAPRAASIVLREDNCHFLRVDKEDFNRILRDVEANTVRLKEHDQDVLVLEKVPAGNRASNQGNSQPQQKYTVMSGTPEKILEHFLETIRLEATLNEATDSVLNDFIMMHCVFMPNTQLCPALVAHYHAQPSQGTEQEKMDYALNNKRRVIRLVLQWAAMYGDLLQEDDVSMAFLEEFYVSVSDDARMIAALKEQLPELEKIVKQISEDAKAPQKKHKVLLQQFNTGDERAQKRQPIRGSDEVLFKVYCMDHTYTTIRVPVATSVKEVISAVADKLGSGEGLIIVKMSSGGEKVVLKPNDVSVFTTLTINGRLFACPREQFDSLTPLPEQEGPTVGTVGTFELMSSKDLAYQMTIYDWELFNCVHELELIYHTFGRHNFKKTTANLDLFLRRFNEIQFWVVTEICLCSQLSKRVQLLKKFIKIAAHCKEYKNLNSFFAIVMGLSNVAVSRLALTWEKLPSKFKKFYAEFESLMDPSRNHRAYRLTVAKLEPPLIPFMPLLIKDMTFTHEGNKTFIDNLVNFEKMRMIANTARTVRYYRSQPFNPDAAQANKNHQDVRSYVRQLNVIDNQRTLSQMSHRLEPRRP
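Compounds were titrated in qHTS against a Rap1B-BODIPY-GDP (250 nM) complex with EPAC2 (100 nM) and GDP (50 uM). BODIPY-GDP release tracked at 480/540 nm over 30 min at room temperature, normalized to 6.5 mM cAMP.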
TGFb SMAD3 inh: qHTS for Inhibitors of TGF-b; Potency, µM (series often up to 46.1 µM), for the others: at the top dose activity, negative = inhibition, most hits filed as inhibitors; actives 1.2% (n = 410,000); HepG2 CAGA-GFP TGF-b/SMAD3 reporter, GFP fluorescence, 18 h; TGF-beta stimulated, 500 pg/mL final; AID 588855, 2011; further: potency means the concentration at half of the fitted maximal effect; on the % scale 0 is the no-effect control and ±100 the full control effect; nearly all actives have a fitted effect of over 65% in size
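GFP signal (ex488/em500-530) from TGF-beta-stimulated HEPG2 CAGA-GFP cells, 500 pg/mL final, 18 h at 37 degrees C in DMEM plus 1% FBS, normalized to unstimulated and DMSO-stimulated controls.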
Nrf2 block: Nrf2 qHTS screen for inhibitors; Potency, µM (titrated, usually from 46 µM), for the others: top-dose activity change, negative = inhibition, hits mostly inhibitors; AID 504444, 2011; actives 2.1% (n = 360,000); A549 ARE-Fluc reporter, luciferase luminescence, 18-24 h; further: potency means the concentration at half of the fitted maximal effect; on the % scale 0 is the no-effect control and ±100 the full control effect; nearly all actives have a fitted effect of over 60% in size
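Concentration-response testing used A549 ARE_Fluc cells at 5000 cells/well. Following an 18-24 h compound incubation, viability was read by fluorescence (Ex 405/Em 525) and luciferase output by luminescence.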
ATXN viability: Viability Counterscreen for Primary qHTS for Inhibitors of ATXN expression; S2 cells (HEK-293 line with an ATXN2-luciferase reporter) viability, CellTiter-Fluor protease fluorescence, 24 h; Potency, µM (doses to about 56.7 µM), actives largely listed as cytotoxic; actives 0.49% (n = 400,000); AID 651635, 2014; further: potency means the concentration at half of the fitted maximal effect; nearly all actives have a fitted effect of over 40% in size
A549 tox: Nrf2 qHTS screen for inhibitors: counterscreen for cytotoxicity | actives 0.16% (n = 390,000) | A549 ARE-Fluc cells, CellTiter-Fluor viability, 18-24 h | Potency, µM (series often up to 46 µM), for inactives: at the highest dose activity change, negative = cytotoxicity, usual class: inhibitors; further: potency means the concentration at half of the fitted maximal effect; on the % scale 0 is the no-effect control and ±100 the full control effect
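A549 ARE-Fluc cells in 5% FBS OPTI-MEM, 5000 cells/well, rested 2 h then exposed to compounds in concentration-response for 18-24 h at 37 °C. Viability by CellTiter-Fluor fluorescence (Ex 405/Em 525) after 30 min; luciferase luminescence (BugLite, 15 min, RT) read afterwards.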
The depositor's hits bear a star; i = inactive; ? = inconclusive; / = no result given; [ ] = another dose, or the depositor's remark. Unless noted, the call rests on the fitted dose curve; in most records, active means well fitted curve in the direction sought with a large enough effect; inconclusive means small, poorly fitted or top-dose-only effect, or another doubt; inactive means no such curve, though single readings can be large; an effect the other way counts as inactive or inconclusive.

cpd	smiles	Nrf2 ARE act	IL-2 act	ATXN2 expr inh	HepG2 viability	EPAC2 ag	TGFb SMAD3 inh	Nrf2 block	ATXN viability	A549 tox
1	CCO[C@H]1OC(C(=O)NC2CC2)=C[C@@H](c2ccc3c(c2)OCO3)[C@@H]1CCCO	-0.7%	0.7	1%	9%	1%	-8%	6%	i	3%
2	O=C(O)c1nc(-c2ccccc2)n(-c2ccc(Cl)cc2)n1	-0.3%	-2.1	12%	14%	2%	21%	/	i	-7%
3	CC(C)(C)C(=O)c1c(N)[nH]c(C(=O)c2ccccc2)c1-c1ccc(Cl)cc1Cl	-0.1%	0.3	-3%	/	4%	/	/	i	/
4	CC1(C(=O)OCc2cc(=O)n3cc(Br)ccc3n2)CC1(Cl)Cl (centres undefined)	7.7%	-0.1	36%[activator]	-3%	4%	13%	?	i	11%
5	O=C(CCCC1=NS(=O)(=O)c2ccccc2N1)N1CCN(c2ccc([N+](=O)[O-])cc2)CC1	0.2%	5.9	-4%	-1%	-6%	8%	-7%	i	-18%
6	COc1ccc(-c2cc3nc(NCCCN(C)C)n(C)c(=O)c3s2)c(C)c1	4.0%	0.4	-24%	3.5µM*	8%	?	/	i	/
7	CCOC(=O)c1ccc(S(=O)(=O)N2CCN(C/C=C/c3ccccc3)CC2)cc1	-0.1%	-0.4	8%	0%	4%	-6%	4%	i	0%
8	O=S(=O)(c1cccc(S(=O)(=O)N2CCCC2)c1)c1cccc(S(=O)(=O)N2CCCC2)c1	-0.1%	0.8	?	8%	10%	2%	/	i	-24%
9	O=C(CN1C(=O)COc2ccccc21)N1CCc2ccccc2C1	-0.2%	-1.3	-3%	-1%	-7%	-15%	?	i	-8%
10	Cc1ccc(C)c(NC(=S)N2CCC(NC(=O)c3ccccc3)CC2)c1	0.4%	-0.3	-1%	1%	4%	-3%	-4%	i	0%
11	O=C(O)C1OCC2(CO1)COC(C(=O)O)OC2 (centres undefined)	-0.8%	-0.4	-4%	7%	-1%	0%	15%	i	6%
12	Cc1ccc(NC(=O)c2cc(N3C(=O)CCC3=O)ccc2N2CCOCC2)cc1	0.4%	-2.9	-3%	0%	5%	-4%	0%	i	-9%
13	CNC(=O)c1cc(C(=O)c2ccc(Cl)cc2)c(Br)[nH]1	0.6%	0.2	/	0%	-9%	31%	?	i	-9%
14	CCC(C(=O)NCCc1ccc(OC)c(OC)c1OC)n1nc(C)c2sc3ccccc3c2c1=O (centres undefined)	3.8%	/	/	-14%	/	-26%	?	/	-8%
15	O=C(O)CC(NC(=O)Cc1ccc([N+](=O)[O-])cc1)c1ccc2c(c1)OCO2 (centres undefined)	2.5%	-0.8	21%[11.3 µM]	-10%	4%	-4%	8%	i	-2%
16	COc1ccc(OCC(=O)N/N=c2\oc3c(OC)cccc3cc2C(N)=O)cc1	-0.1%	7.9	-6%	-12%	7%	?	12%	i	4%
17	O=C(CCCn1c(=O)[nH]c2cc(Cl)ccc2c1=O)NCC1CCCO1 (centres undefined)	-0.2%	0.1	-6%	6%	13%	3%	/	i	-7%
18	Cc1cccc(C(=O)N2CCN=C2SCc2ccc([N+](=O)[O-])cc2)c1	4.0%	-0.2	-15%	0%	3%	13%	?	i	-18%
19	O=S(=O)(Nc1ccon1)c1ccc(F)c(F)c1	-0.1%	-3.5	4%	-3%	0%	-17%	-2%	i	-1%
20	CC(OC(=O)Cn1cnc2ccccc2c1=O)C(=O)NCc1ccccc1 (centres undefined)	-0.9%	14	-3%	3%	6%	?	6%	i	1%
21	CCc1ccccc1NC(=O)CCC(=O)c1cccs1	0.0%	-0.2	3%	10%	4%	9%	2%	i	5%
22	O=C(NCc1cccc(Cl)c1)c1cnc(N2CCOCC2)c2ccccc12	1.7%	/	/	-21%	/	-19%	/	/	1%
23	CC(=O)Nc1ccc(S(=O)(=O)N2CCC(C(=O)NCc3ccncc3)CC2)cc1	0.3%	-0.9	7%	-17%	-4%	1%	8%	i	0%
24	Cc1ccc(C(=O)N/C(=C\c2ccc([N+](=O)[O-])cc2)C(=O)NCCc2ccccc2)cc1	-0.9%	-1.2	-7%	-34%	1%	-24%	1%	i	1%
25	COc1ccc(-c2cc3nc(-c4ccccc4)cc(N4CCN(C(=O)c5ccccc5)CC4)n3n2)cc1	-0.9%	-1.9	-22%	-11%	13%	-4%	/	i	/
26	NC(=O)c1cnccc1C=Cc1ccccc1	0.4%	-0.1	-10%	-18%	6%	1%	3%	i	9%
27	CC(C)CCC1=NN(C(=O)c2ccco2)C(O)(C(F)(F)F)C1 (centres undefined)	3.5%	-0.4	-1%	-6%	-7%	-10%	0%	i	-4%
28	CC1CCCC(C)N1/N=C/c1ccccc1Br (centres undefined)	-0.1%	-2.6	-19%	-17%	17%	-8%	-6%	i	2%
29	CCNC(=O)C1(C)CCN(C(=O)c2cc(OC)c(OC)c(OC)c2)C1 (centres undefined)	0.3%[9.22 µM]	0.3	12%	3%	5%	25%	/	i	/
30	CCC(=O)Nc1cccc(NC(=S)NC(=O)c2cccc(C)c2)c1	4.5%	-0.8	52%[activator]	-12%	6%	?	?	i	8%

New compounds follow
cpd	smiles	Nrf2 ARE act	IL-2 act	ATXN2 expr inh	HepG2 viability	EPAC2 ag	TGFb SMAD3 inh	Nrf2 block	ATXN viability	A549 tox
31	CCOC(=O)c1ccc(NC(=O)Nc2ccc(F)cc2)cc1	0.0%	-2.5	17%	-40%	-4%	-7%	-3%	i	-16%
32	Cc1cc(C)c2c(=O)[nH]c(SCC(=O)Nc3ccccc3)nc2n1	2.0%	-0.9	21%	-44%	-5%	-2%	4%	i	5%
33	Cc1onc(-c2c(F)cccc2Cl)c1C(=O)NCCc1ccncc1	-0.4%	-2.9	-5%	-55%	-1%	8%	0%	i	-15%
34	CCOC(=O)c1cnn2c(N)c(C#N)nnc12	-0.6%	-0.6	5%	-5%	-2%	-3%	-13%	i	-19%
35	CC(C)[C@H](NC(N)=O)C(=O)NNC(=O)COc1cccc(C(F)(F)F)c1	0.3%	0.5	/	0%	5%	-17%	12%	i	4%
36	CN(c1ccc(C(=O)Nc2ccc3c(c2)n(C)c(=O)n3C)cc1)S(C)(=O)=O	-0.3%	-3.7	40%[activator]	1%	5%	5%	-10%	i	0%
37	CC1(C(=O)NS(=O)(=O)c2cccc(C#N)c2)CCN1C(=O)Cc1ccccc1 (centres undefined)	-0.2%[9.22 µM]	-0.6	7%	3%	8%	-2%	/	i	/
38	COc1ccc(C2C3C=CCC(c4cccc(/C=C/c5ccccc5)c4)C3C(=O)N2Cc2ccccc2)cc1Cl (centres undefined)	/	/	/	1%	/	2%	1%	/	1%
39	Cc1ccc(C(=O)N/C(=C\c2cccnc2)c2nc3ccccc3[nH]2)cc1	0.1%	-2.3	11%	-5%	3%	9%	-3%	i	-1%
40	CC(C)(C)OC(=O)N1CCC(c2c(C(=O)N3CCCCC3)cnn2-c2ccc(F)cc2)CC1	-0.8%	/	/	-1%	/	-8%	26%	/	-8%
41	Cc1ccc(NC(=O)c2cc(S(=O)(=O)N3CCOCC3)ccc2F)c(C)c1	-0.4%	-0.4	15%	7%	1%	-4%	/	i	1%
42	CCCCn1c(N)c(N(CCOC)C(=O)CSc2nnc(-c3ccncc3)n2CCC)c(=O)[nH]c1=O	-0.7%	3.6	-2%	6%	14%	0%	5%	i	-1%
43	O=C(NCCN1CCOCC1)c1ccc(NC(=O)C2COc3ccccc3O2)cc1 (centres undefined)	0.5%	-0.3	-12%[2.22 µM]	5%	-3%	17%	4%	i	2%
44	CCN(CC(=O)Nc1c(F)cccc1F)C(=O)c1ccc2c(c1)S(=O)(=O)N=C1CCCCCN12	-0.5%	-0.5	-10%	9%	1%	0%	1%	i	-6%
45	COC(=O)CCCn1c(C)cc(C(=O)CCl)c1C	?	-0.6	1%	-32%	0%	?	5%	?	3%
46	Cc1ccccc1CN1CCN(c2ccc(S(=O)(=O)N3CCCC3)cn2)CC1	0.0%	-2.8	-28%	-7%	3%	-5%	?	i	-17%
47	Fc1ccc(C2c3[nH]c4ccccc4c3CCN2Cc2ccoc2)cc1 (centres undefined)	4.1%	0.0	-9%	0%	6%	2%	12%	i	-1%
48	COc1ccc(C(=O)N/N=C2\CCS(=O)(=O)c3ccc(F)cc32)cc1OC	-0.7%	-2.6	-18%	0%	-5%	-14%	15%	?	-13%
49	Cc1ccc(CSc2nnc(CC(=O)Nc3ccc(C)cc3)n2C)cc1	0.0%	-0.3	7%	-27%	7%	-22%	-6%	i	2%
50	Cc1cc(Cl)nc(-n2nc(C)cc2C)n1	-0.8%	-5.8	-10%	4%	6%	9%	-1%	i	1%
51	COc1ccc(OCC(=O)N2CCc3c([nH]c4ccccc34)C2c2ccccn2)cc1 (centres undefined)	-0.2%	-0.5	/	-13%	17%	-32%	-20%	i	-1%
52	Cc1ccccc1CC(=O)Nc1ccc2c(c1)c(=O)n(C)n2-c1cccs1	4.6%	0.2	3%	-15%	21%	10%	/	i	/
53	CC1=C(C(=O)N(C(C)C)C(C)C)CC(CC(=O)NCc2ccco2)C(=O)N1CCC1=CCCCC1 (centres undefined)	-0.3%	-0.7	0%	7%	-1%	?	/	?	/
54	COc1ccc(CNC(=O)CCn2c(C)csc2=O)cc1	-0.1%	0.7	1%	-3%	0%	5%	-9%	i	-1%

Random draw from the library. Share with any hit: about 4.3%.
